CHOP inhibitor: inhibitors of CHOP induction in ER stress response; inhibition, % at 10 µM; CHO-K1 CHOP-promoter luciferase, tunicamycin-induced, 15-18 h; AID 2732; 220,000 tested, 3.8% active;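 active means compounds that reduced the stress-induced luciferase reporter signal by more than about 70% of percent inhibition, limit read from the data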;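 further: 0% = tunicamycin plus vehicle and 100% = wells without tunicamycin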
PPC-1+TRAIL kill: compounds killing PPC-1 cancer cells with TRAIL present (potentiator screen, no TRAIL-free arm); AID 1443; 220,000 tested, 0.41% active; PPC-1 cells + TRAIL, ATPLite viability luminescence; cell killing (% activity), % at 4 µM;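 active means cell killing above 50% in the first pass at 4 µM, then a duplicate retest at 5 µM averaging 50% or more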;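 further: plate controls were cells with TRAIL plus DMSO for no effect and medium-only wells lacking cells for full effect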
14-3-3 Bad PPI: disrupts binding of bovine 14-3-3 zeta to phospho-Bad peptide; P63103; TR-FRET 14-3-3zeta/Dy647-pBad peptide displacement, 1 h; inhibition, % at 21.7 µM; 220,000 tested, 0.71% active; AID 781;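 active means inhibition above about 70%, limit read from the data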;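 further: 0% = full 14-3-3 plus peptide FRET controls and 100% = background without 14-3-3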
Target sequence (P63103 whole entry, looked up): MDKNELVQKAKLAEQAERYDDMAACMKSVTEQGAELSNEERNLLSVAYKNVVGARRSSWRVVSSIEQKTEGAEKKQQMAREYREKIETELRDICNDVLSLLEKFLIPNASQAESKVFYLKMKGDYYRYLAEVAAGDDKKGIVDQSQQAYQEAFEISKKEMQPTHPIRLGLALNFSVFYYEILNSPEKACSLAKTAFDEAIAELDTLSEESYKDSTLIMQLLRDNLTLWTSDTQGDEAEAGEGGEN
EP2 antag: blocks the human prostaglandin E2 receptor EP2; P43116; 260,000 tested, 0.52% active; inhibition, % at 25 µM; C6 glioma cells expressing human EP2, cAMP TR-FRET; cells stimulated with saturating PGE2;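 active means percent inhibition above 40 after rounding to a whole number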;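 further: rat C6 glioma host cells with rolipram phosphodiesterase inhibitor present; the protocol text gives 20 µM as final concentration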
Target sequence (P43116 whole entry, looked up): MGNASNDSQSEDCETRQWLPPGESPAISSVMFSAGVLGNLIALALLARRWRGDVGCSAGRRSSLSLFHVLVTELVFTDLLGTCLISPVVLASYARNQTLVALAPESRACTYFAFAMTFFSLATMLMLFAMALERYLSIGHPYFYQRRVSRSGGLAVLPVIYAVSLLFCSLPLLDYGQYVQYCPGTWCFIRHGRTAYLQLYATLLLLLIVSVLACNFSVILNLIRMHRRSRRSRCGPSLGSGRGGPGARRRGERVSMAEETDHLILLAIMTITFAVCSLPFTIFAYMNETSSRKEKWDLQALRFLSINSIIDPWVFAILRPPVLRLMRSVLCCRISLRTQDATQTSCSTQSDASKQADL
TRPML3 agonist: agonists of human TRPML3 channel; activation, % at 3 µM; 220,000 tested, 0.29% active; Q8TDD5; HEK293 TRPML3-YFP, Fluo-8 calcium fluorescence; 100% = the carbachol control signal;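 active means activation above its plate's cutoff, the mean activation of the plate's test wells plus 3 SD, cut at about 12% in these data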;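 further: 0% = DMSO only wells and 100% = carbachol wells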
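Material: TRPML3-YFP stable HEK293 cells | Dosing: One concentration, 3 µM nominal, 0.3% DMSO | Timing: 125 s total fluorescence read per well | Technique: Fluo-8 calcium dye fluorescence, ex 470-495, em 515-575 nm | Measure: Percent activation from peak-to-basal fluorescence ratio, scaled between DMSO and carbachol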
NPY Y1 blocker: NPY-Y1 (human) receptor antagonism. P25929. HEK293-CNG Y1 cells, membrane potential fluorescence; NPY at EC95, then isoproterenol. inhibition, % at 3.6 µM. 200,000 tested, 1% active. AID 1040;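 active means inhibition above the campaign mean inhibition of all tested compounds plus 3 SD, cut at about 20% in these data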;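 further: 0% = DMSO wells given NPY plus isoproterenol and 100% = isoproterenol alone without NPY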
Target sequence (P25929 whole entry, looked up): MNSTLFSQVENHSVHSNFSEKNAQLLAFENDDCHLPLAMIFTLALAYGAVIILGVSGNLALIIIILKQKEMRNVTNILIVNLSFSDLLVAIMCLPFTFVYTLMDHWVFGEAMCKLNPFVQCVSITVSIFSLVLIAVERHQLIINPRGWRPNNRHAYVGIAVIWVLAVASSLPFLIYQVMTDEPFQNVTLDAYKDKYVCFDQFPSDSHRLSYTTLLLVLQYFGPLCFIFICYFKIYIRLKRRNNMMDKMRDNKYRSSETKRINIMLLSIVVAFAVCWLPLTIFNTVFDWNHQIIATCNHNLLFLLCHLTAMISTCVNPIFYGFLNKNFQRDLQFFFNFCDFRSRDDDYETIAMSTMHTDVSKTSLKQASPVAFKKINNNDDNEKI
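Material: Y1- and CNG-channel-expressing HEK293 cells / Probe or stimulus: NPY 25 nM then isoproterenol 1 µM plus Ro 20-1724 25 µM / Doses: 3.6 µM single dose, DMSO 0.4% / Schedule: compound incubation 1 h at room temperature, readout 45 min post-stimulation / Signal: membrane potential fluorescence / Benchmarks: isoproterenol-only wells as full block versus NPY-plus-isoproterenol wells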
TRPN1 ag: zebrafish TRPN1 (NompC) channel agonism. HEK293 zebrafish TRPN1-YFP, Fluo-8 calcium fluorescence; 100% = response to 87 µM carbachol. activation, % at 3 µM. 220,000 tested, 0.18% active;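 active means activation above its plate's cutoff, the mean activation of test wells on that plate plus 3 SD, cut at about 19% in these data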;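 further: 0% = DMSO alone and 100% = 87 µM carbachol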
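Assay system: Zebrafish TRPN1-YFP in HEK293 cells | Incubation: Dye loading 1 h at 37 °C, then 30 min room temperature | Measured by: Kinetic Fluo-8 fluorescence, ex 470-495, em 515-575 nm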
NPY-Y1 PAM-ag: potentiates or activates human NPY-Y1 receptor; P25929; NPY-Y1 expressing cells, potentiator/agonist activation; activation, % at 3.6 µM; 220,000 tested, 0.37% active; AID 1304; in the data active means activation above about 33%, passing the limit was not always enough;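 further: cells stimulated with NPY at EC10 then isoproterenol at EC100; 0% = low agonist plus stimulus and 100% = saturating agonist plus stimulus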
EP2 modulator: modulates human prostaglandin E2 receptor EP2 signaling; EP2-expressing cells, cAMP HTRF FRET, PGE2 co-stimulation; 260,000 tested, 0.83% active; P43116; AID 940; induction, % at 25 µM;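 active means compounds whose cAMP rise, as percent of the full-agonist control response, exceeds 60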;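 further: rat C6 glioma line stably carrying human EP2 under a CMV promoter; the protocol text gives 20 µM as final concentration; 100% = response of wells given 1 µM PGE2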
The depositor's hits bear a star; . = not tested or not shown; & = joins results of further samples; [ ] = remark or other dose.

SMILES	CHOP inhibitor	PPC-1+TRAIL kill	14-3-3 Bad PPI	EP2 antag	TRPML3 agonist	NPY Y1 blocker	TRPN1 ag	NPY-Y1 PAM-ag	EP2 modulator
Cc1ccc(S(=O)(=O)NCCc2nnc3ccc(SCC(=O)Nc4nc5ccccc5s4)nn23)cc1	-11	7	25[fluorescence artefact?]	6	0.2	1	1.5	-1	10
COc1cc(OC)c(OC)cc1CN1CCN(Cc2ccc(SC)cc2)CC1	-1	18	60	5	2.3	8	1.1	3	16
COc1ccc2c(c1)N(S(=O)(=O)c1ccccc1)CCC2=O	-13	-10	8	5	-0.3	2	0.0	-13	14
CCNC(=O)NC(=O)COc1ccccc1C#N	-13	-3	-5	8	1.5	3	2.1	8	-26
CCC(C)n1cnc2c(c1=O)c1nc3ccccc3nc1n2Cc1ccc2c(c1)OCO2 (configuration not stated)	30	2	-12	16	0.6	7	1.5	-13	55
CCc1ccccc1NC(=O)CSc1nnc([C@@H]2CCCN2C(=O)OC(C)(C)C)o1	19	3	-10	5	-0.6	0	-0.5	-6	3
COc1ccc(CNC(=O)COC(=O)Cc2ccc(Cl)cc2Cl)cc1	5	-2	5	8	-0.6	3	-2.2	-7	7
CC(C)(C)c1ccc(C(=O)NNc2cc(N3CCOCC3)nc(N3CCOCC3)n2)cc1	29	9	1	13	0.4	-2	-1.5	3	6
Cc1csc(=N)n1-c1ccc(Cl)cc1	24	-21	9	4	-1.5	-9	-1.9	-9	-33
CCCCNC(=S)N1CCN(C(c2ccccc2)c2ccccc2)CC1	33	14	-19	1	-0.8	-9	-1.8	13	18
CC(=O)N1c2ccccc2NC2=C(C(=O)CC(C)(C)C2)C1c1cccn1C (configuration not stated)	-3	-11	7	10	1.5	-3	2.1	5	-15
CN(C)CCCNC(=O)c1cc(Br)ccc1Cl	13	25	-11[fluorescence artefact?]	7	0.6	-5	-0.5	-5	-2
Cc1cc(NC(=O)c2cc(-c3cccs3)on2)no1	17	-5	-7	9	0.1	5	0.2	-15	0
Oc1ccccc1N1CCN(CC(O)COCc2ccccc2Cl)CC1 (configuration not stated)	-8	11	39	7	0.3	13	-1.2	-7	-5
COc1ccc(C(=O)NCC(=O)OCC(=O)Nc2c(C)n(C)n(-c3ccccc3)c2=O)cc1	46	18	-7[fluorescence artefact?]	5	0.8	3	-0.7	11	24
COc1ccccc1N(C)S(=O)(=O)c1ccc(C(=O)OCC(N)=O)cc1	-19	24	-7	4	0.8	1	-0.1	11	-49
O=C(c1cn(-c2ccccc2)nc1-c1ccccc1)n1nnc2ccccc21	-14	0	-2	20	0.1	0	0.5	-18	7
CCOC(=O)C1CCN(C(=O)C(=O)N2CCC(C(=O)OCC)CC2)CC1	-14	17	6	8	0.4	5	0.5	9	0
COC(=O)c1cc(NC(=O)CSc2nc(C)cc(=O)[nH]2)cc(C(=O)OC)c1	3	3	4[fluorescence artefact?]	9	0.1	4	0.6	-8	23
CCCC1Cc2c(sc(NC(=S)NC(=O)c3ccccc3)c2C#N)CO1 (configuration not stated)	86*	-6	3	3	-0.1	1	-0.9	-29	20
O=S(=O)(Nn1cnnc1)c1ccc(F)cc1	9	17	-2	10	1.1	2	-0.2	10	27
CC(=O)NCCC(=O)Nc1nc(-c2ccccc2Cl)cs1	10	6	-5	-1	1.0	4	1.0	-11	-22
CCOC(=O)c1ccccc1NC(=O)c1cccc2c1C(=O)N(C1CCN(C(=O)OCC)CC1)C2	4	21	0	8	-0.9	2	-0.2	13	33
NC(=NCCc1ccccc1)NS(=O)(=O)c1ccc(F)cc1	9	10	-5[fluorescence artefact?]	5	0.6	-1	-0.1	15	5
COc1ccc(NC(C)=O)cc1C#N	-20	23	-2	1	0.7	6	0.3	14	-4
O=C(Nc1ccccc1Br)C1CCC(=O)N1Cc1ccccc1Cl (configuration not stated)	-4	7	-11	3	-0.5	-1	-0.9	-6	18
C=CCNC(=O)COC(=O)c1ccccc1C(=O)N(C)C1CCCCC1	8	10	-6	6	-0.4	-1	-1.2	12	32
O=C1c2ccccc2C(=Nc2ccccc2)C1c1cccc(Br)c1 (configuration not stated)	72*	-2	-11	11	0.6	-7	-0.1	8	9
CN(NS(=O)(=O)c1ccccc1)c1nc2ccccc2nc1C(F)(F)F	68	-2	3	10	0.6	2	-1.4	-4	23
Cc1cc(N2CCOCC2)nc(SCC(=O)c2ccc(Cl)cc2)n1	17	-23	-6	9	1.0	0	1.0	7	-8
Cc1nn(-c2ccccc2)nc1C(=O)Nc1nnc(C(F)(F)F)s1	19	4	-1	11	5.3	.	13	5	2
CC(=O)c1cccc(NC(=O)c2oc(C)nc2C)c1	-3	-13	15[fluorescence artefact?]	8	0.7	-2	1.6	10	7
Cc1cc(C)n(CCC(=O)N=Nc2c(O)[nH]c3ccccc23)n1	-3	10	-5	11	0.3	.	3.2	7	21
O=C(NNc1ccc(-c2csnn2)cc1)c1cc(Cl)cc(Cl)c1	15	14	-1	15	0.7	.	-1.4	7	-35
O=C1/C(=C/c2ccncc2)Oc2cc(OS(=O)(=O)c3ccccc3)ccc21	1	10	2	10	-0.1	.	1.2	-1	-32
CCN(CC)S(=O)(=O)c1ccc(N2CCCCC2)c(NC(=O)/C=C/c2cc(OC)c(OC)c(OC)c2)c1	6	-16	1	5	0.0	1	-0.4	-23	-18
CCN(CC)CCCNCC(=O)Nc1ccc(OC)c(Cl)c1	-4	9	38	17	0.1	.	-0.8	-22	5
COc1ccc2nc(NC(=O)c3sc4nc(C)cc(C)c4c3N)sc2c1	74*	41	8	12&5	0.8	.	1.4	20	-31&-10
Cc1ccc(S(=O)(=O)N2CCOCC2)cc1C(=O)Nc1cccc(S(=O)(=O)N2CCCC2)c1	18	14	-10	11	0.4	1	0.2	8	-10
Cc1nc(-c2cccc3ccccc23)ccc1C(=O)O	47	22	5[fluorescence artefact?]	8	0.3	-2	0.6	-8	39
COc1ccc(CC(NC(C)=O)C(=O)NC2CCN(c3nc(C)cc(C)c3C#N)CC2)cc1OC (configuration not stated)	9	11	-1	10	0.8	-1	0.7	-8	10
CCCc1ccc(C2C3=C(CC(C)(C)CC3=O)NC3=C2C(=O)c2ccccc23)cc1 (configuration not stated)	22	23	-9	5	-0.7	-3	-1.5	15	-9
Cc1ccc(C(=O)c2ccccc2C(=O)OCC(=O)NCC2CCCO2)cc1 (configuration not stated)	-5	15	7	5	0.3	2	-2.6	3	5
O=C(Cn1cnc2ccccc21)N/N=C/C(Br)=C/c1ccccc1	15	8	28	21	0.3	9	2.2	-16	-25
O=C(O)c1ccc(Cn2nnc3sc4c(c3c2=O)CCCC4)cc1	-28	2	-7	4	0.6	-1	0.1	-18	16
Cc1cccc(-n2c(O)c(C=NC3CCS(=O)(=O)C3)c3ccccc3c2=O)c1C (configuration not stated)	20	4	4	6	0.9	.	0.6	5	-11
CC1=CC(C)(C)Nc2ccc(OC(=O)c3cccnc3)cc21	-359	-2	-7	1	0.0	-8	-0.9	31	-6
CCOC(=O)Cn1c(=N)n(Cc2ccccc2F)c2ccccc21	-11	21	20	19	-0.5	11	-1.7	5	-23
CCc1ccc2c(c1)C1(NN=C(c3ccc(C)cc3)S1)C(=O)N2 (configuration not stated)	88*	4	-4	18	-0.6	-7	-1.3	12	13
O=C1CC(N2CCN(c3nc4ccccc4s3)CC2)C(=O)N1Cc1cccs1 (configuration not stated)	0	12	-6	17	1.5	1	1.2	5	-29

(listing goes on)
SMILES	CHOP inhibitor	PPC-1+TRAIL kill	14-3-3 Bad PPI	EP2 antag	TRPML3 agonist	NPY Y1 blocker	TRPN1 ag	NPY-Y1 PAM-ag	EP2 modulator
CC1=C(C)Cc2c(OC(=O)c3ccccc3)ccc(OC(=O)c3ccccc3)c2C1	40	-8	0	14	0.9	.	0.3	10	16
O=C(c1ccc2c(c1)N(Cc1ccccc1)C(=O)c1ccccc1S2)N1CCCC1	15	7	-4	5	-1.5	-5	0.1	43	14
COc1ccc(/C=C/C(=O)Nc2cc(F)ccc2C)cc1S(=O)(=O)N1CCOCC1	17	30	-9	7	-0.1	0	-0.7	-1	-56
COCCCNC(=O)c1cc(=O)n(Cc2ccc(Cl)cc2)c2ccccc12	18	12	4	9	1.2	-1	-0.8	-6	-7
O=c1c2[nH]c3ccc(F)cc3c2ncn1C1CCCCC1	-26	14	-9	9	0.9	-3	0.9	-27	-2
CC1(C)C/C(=C(/C#N)C(N)=O)CCO1	16	15	2	9	0.2	-2	1.9	-10	16
Cc1[nH]n(C)c(=O)c1[N+](=O)[O-]	11	1	7	3	0.8	.	1.8	6	1
O=C(NCCSc1c[nH]c2ccccc12)c1c(F)cccc1F	41	15	2	8	-0.3	-8	-1.1	10	-14
C/C(=N\NC(=O)c1cccnc1)c1ccc(-c2ccccc2)cc1	25	26	-2	18	-0.3	.	-0.7	-4	3
CCOC(=O)c1csc(NC(=O)c2ccc(S(=O)(=O)N(CC)CC)cc2)n1	46	10	7[fluorescence artefact?]	13	2.7	-8	4.1	10	-20
CCOC(=O)c1c2ccc(OCC(=O)N/N=C/c3ccc(C)cc3)cc2n2ccccc12	104*	22	41	.	0.0	-1	0.7	1	-31
Cc1cc(NC(=O)CSc2nnc(COc3cccc(C)c3C)n2C)no1	39	22	5	7&5	0.6	-1	-0.2	18	8&-7
COc1ccc(NC(=O)Cc2nnc(SCC(=O)Nc3cc(C)ccc3OC)n2C)cc1	18	-3	-7	9	0.1	-2	0.9	-12	18
Cc1cc(-c2nnc(SCC(=O)Nc3ccc(C(F)(F)F)cc3)n2C)no1	-10	7	4	4	0.1	.	-0.5	-8	0
COc1cccc(/C=N/n2c(SC)nnc2-c2ccccc2)c1OC	26	1	-7	31	-0.9	3	-0.8	-11	-8
CCOC(=O)c1nnn(-c2nonc2N)c1-c1ccc(Cl)cc1	16	14	-7	3	0.3	8	3.6	5	-5
CCN1CCN(c2c(Cl)cccc2NC(=O)c2ccco2)CC1	-20	1	-12	10	0.1	10	1.0	-22	29

Profiles as entered above. Values in the order: CHOP inhibitor, PPC-1+TRAIL kill, 14-3-3 Bad PPI, EP2 antag, TRPML3 agonist, NPY Y1 blocker, TRPN1 ag, NPY-Y1 PAM-ag, EP2 modulator
Cc1ccc(S(=O)(=O)NCCc2nnc3ccc(SCC(=O)Nc4nc5ccccc5s4)nn23)cc1 reads -11, 7, 25[fluorescence artefact?], 6, 0.2, 1, 1.5, -1, 10
C/C(=N\NC(=O)c1cccnc1)c1ccc(-c2ccccc2)cc1 reads 25, 26, -2, 18, -0.3, ., -0.7, -4, 3
C=CCNC(=O)COC(=O)c1ccccc1C(=O)N(C)C1CCCCC1 reads 8, 10, -6, 6, -0.4, -1, -1.2, 12, 32

Screening results from PubChem.

These rows are one share of the data; count on the stated rates, not on these rows.
